IL2 activator: IL-2 activation. IL-2 activation reporter assay, cell-based qHTS; stimulated with anti-CD3/CD4/CD28 beads; in transgenic mouse T cells. activation, % (series mostly up to about 46 µM). actives 0.065% (n = 360,000). AID 652025; in the data active means activation above about 50%; inconclusive means mostly about 30% to 49%; further: 0% is about no effect
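EGFP and DsRed fluorescence is measured by plate cytometry in unstimulated transgenic mouse T cells exposed to compound for 60 minutes, then stimulated 18 hours at 37 degrees C with anti-CD3/anti-CD4 beads plus anti-CD28.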
aSyn rescue: inhibitors of alpha-synuclein toxicity in yeast; Yeast expressing alpha-synuclein, growth rescue, BacTiter-Glo, 24 h; Potency, µM (top dose mostly 46.1 µM), without a hit: at the highest dose growth rescue (activation), actives largely listed as activators; actives 0.14% (n = 370,000); AID 652106; further: potency means the concentration at half of the fitted maximal effect; % of control where 0% means no effect; nearly all actives have a fitted effect of over 65% in size
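Galactose-induced alpha-syn yeast (OD600=0.02, raffinose-pregrown) + pinned cpd, 24 hr, 30 deg C; growth by BacTiter-Glo luminescence. Growth restoration scores as activation.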
FUS yeast rescue: FUS proteinopathy suppression in yeast; S. cerevisiae FUS-expressing, growth rescue, OD600, 24 h; Potency, µM (highest dose often 76.6 µM), for the others: at the highest dose growth rescue (activation), actives largely listed as activators; actives 0.24% (n = 390,000);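 further: potency means the concentration at half of the fitted maximal effect; plate controls were DMSO vehicle for no effect and reference control for full effect; nearly all actives have a fitted effect of over 55% in size; some results filed as inactive show a strong effect at the top dose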
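Toxicity suppression screen in FUS-yeast. Cells induced with 2% galactose, starting OD 0.005, treated 24hr at 30C with compounds at multiple final concentrations; growth by OD600.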
EPAC1 antagonist: antagonists of human EPAC1; O95398; EPAC1 GEF assay, Rap1b-BODIPY-GDP exchange fluorescence; Potency, µM (series often up to 115 µM), without a hit: top-dose activity change, negative = inhibition, actives largely listed as inhibitors; actives 0.14% (n = 360,000); AID 720709;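 further: potency means the concentration at half of the fitted maximal effect; plate controls were vehicle for no effect and positive control for full effect; nearly all actives have a fitted effect of over 50% in size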
Target sequence (O95398 whole entry, looked up): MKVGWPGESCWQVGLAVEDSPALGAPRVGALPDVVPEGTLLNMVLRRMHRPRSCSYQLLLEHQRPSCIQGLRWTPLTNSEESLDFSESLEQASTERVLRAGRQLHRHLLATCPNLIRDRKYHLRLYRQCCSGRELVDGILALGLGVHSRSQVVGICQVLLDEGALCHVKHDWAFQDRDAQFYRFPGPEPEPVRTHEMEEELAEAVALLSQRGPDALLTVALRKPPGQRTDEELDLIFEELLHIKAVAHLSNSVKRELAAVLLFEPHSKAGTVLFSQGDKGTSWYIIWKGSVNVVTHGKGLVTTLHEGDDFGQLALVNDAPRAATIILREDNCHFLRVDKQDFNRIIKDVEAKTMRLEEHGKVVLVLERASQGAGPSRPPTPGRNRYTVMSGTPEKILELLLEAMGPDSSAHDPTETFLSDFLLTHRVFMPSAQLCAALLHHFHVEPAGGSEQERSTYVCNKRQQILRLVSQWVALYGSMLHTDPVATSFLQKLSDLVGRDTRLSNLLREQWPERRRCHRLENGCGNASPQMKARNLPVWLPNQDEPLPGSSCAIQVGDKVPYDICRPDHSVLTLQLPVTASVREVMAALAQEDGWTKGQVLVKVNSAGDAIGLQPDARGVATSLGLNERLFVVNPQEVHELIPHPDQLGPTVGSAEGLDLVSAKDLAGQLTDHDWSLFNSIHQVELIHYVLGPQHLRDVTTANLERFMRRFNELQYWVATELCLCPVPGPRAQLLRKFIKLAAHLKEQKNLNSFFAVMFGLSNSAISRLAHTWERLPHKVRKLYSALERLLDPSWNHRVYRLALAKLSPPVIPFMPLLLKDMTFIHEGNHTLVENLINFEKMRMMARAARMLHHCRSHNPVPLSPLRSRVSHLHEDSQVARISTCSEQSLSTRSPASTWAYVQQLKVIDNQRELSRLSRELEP
WRN inhibitor: blocks human WRN helicase | Q14191 | WRN helicase unwinding, fluorescent forked duplex, kinetic | Potency, µM (series often up to 114 µM), for inactives: top-dose activity change, negative = inhibition, usual class: inhibitors | actives 0.46% (n = 360,000); further: potency means the concentration at half of the fitted maximal effect; on the % scale 0 is the no-effect control and ±100 the full control effect; nearly all actives have a fitted effect of over 55% in size
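WRN at 20 nM final preincubated with compound 15 min at room temperature; reaction started with 100 nM fluorophore/quencher forked duplex oligonucleotide and 2 mM ATP final. Unwinding followed kinetically by red fluorescence (ex 525, em 598 nm).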
Abeta rescue: compounds reversing amyloid beta toxicity in yeast; yeast expressing A-beta42, growth rescue, OD600, 48 h; response scale: 0% DMSO, 100% iron-clioquinol control; Potency, µM (series often up to 46.1 µM), for inactives: top-dose growth rescue, most hits filed as activators; actives 0.063% (n = 410,000); further: potency means the concentration at half of the fitted maximal effect; nearly all actives have a fitted effect of over 55% in size
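Growth rescue measured by 600 nm absorbance after 48 h yeast culture at 30 C with compound. Values normalized between DMSO and an equimolar ferric chloride plus clioquinol control.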
EPAC1 ag: activates human EPAC1 exchange factor; EPAC1 agonist qHTS, biochemical assay; response scale: 100% = response to 6.5 mM cAMP; Potency, µM (top dose mostly 154 µM), for inactives: at the highest dose activation, usual class: activators; actives 0.073% (n = 360,000); further: potency means the concentration at half of the fitted maximal effect; nearly all actives have a fitted effect of over 60% in size
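Nucleotide exchange assay: 100 nM EPAC1 with 250 nM Rap1B loaded with BODIPY-GDP and 50 uM GDP, room temperature. Fluorescence (480/540 nm) read every 5 min for 30 min; signal change normalized to 6.5 mM cAMP as full agonist.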
PLK1 PBD inh: inhibitors of human PLK1 polo-box domain binding; P53350; Plk1 PBD binding of FITC phosphopeptide, fluorescence polarization; Potency, µM, for the others: max response, negative = inhibition, most hits filed as inhibitors; actives 2.8% (n = 360,000); further: potency means the concentration at half of the fitted maximal effect; series mostly up to about 57 µM; on the % scale 0 is the no-effect control and ±100 the full control effect; nearly all actives have a fitted effect of over 65% in size
PI5P4Ka inh: blocks human PI5P4K alpha kinase activity; P48426; PI5P4Kalpha enzyme, ADP-Glo luminescence, 60 min; stronger effect = lower value; max response, %; actives 1.2% (n = 330,000); AID 652105; active means max response of -50% or lower; inconclusive means between -30% and -50%; inactive means -30% or higher; further: value at the top dose of about 77 µM; on the % scale 0 is the no-effect control and ±100 the full control effect
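Compounds were pin-transferred onto PI5P4Kalpha and substrate in HEPES pH 7.4 buffer with EGTA, CHAPS and 5% DMSO. ATP (5 microM final) started the reaction, which ran 60 minutes at room temperature before ADP-Glo detection.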
Numbers without * were called inactive; ? = inconclusive; . = not tested or not shown; [ ] = dose if it differs, or a comment. Unless noted, the call rests on the fitted dose curve; in most records, active means well fitted curve in the direction sought with a large enough effect; inconclusive means small, poorly fitted or top-dose-only effect, or another doubt; inactive means no such curve, though single readings can be large; an effect the other way counts as inactive or inconclusive.

SMILES | IL2 activator | aSyn rescue | FUS yeast rescue | EPAC1 antagonist | WRN inhibitor | Abeta rescue | EPAC1 ag | PLK1 PBD inh | PI5P4Ka inh
CCOC(=O)N1CCN(C(=O)c2ccc(Oc3ccc([N+](=O)[O-])cc3)cc2)CC1 | -0.4 | 9.0% | 19.0% | -1.6% | -30.1% | 7.3% | 5.9% | -11.3% | -7.0
COc1ccc(Cc2c(-c3ccc(F)cc3)nc3cc(C)c(Br)c(C)n23)c(C)c1 | 0.0 | -25.6% | 7.7% | 15.1% | -5.5% | -22.2% | -11.8% | -1.2% | 20.8
O=C(c1sc2ccccc2c1Cl)N(Cc1ccco1)C1CCS(=O)(=O)C1 (stereo not drawn) | -1.9 | 0.0% | ? | 2.7% | -6.9% | -0.2% | 8.9% | -13.0% | .
Cn1c(SCC(N)=O)nnc1C1CCN(C(=O)NCc2ccccc2)CC1 | 3.0 | -2.0% | 9.6% | 12.6% | -1.7% | 15.5% | 2.2% | 4.0% | 0.0
O=S(=O)(Nc1ncccn1)c1ccc(NC(=S)NCc2cccnc2)cc1 | -3.6 | 0.7% | 0.0% | 5.7% | 1.3% | -17.0% | 4.1% | -30.0% | 3.2
CCOC(=O)c1c(S(=O)(=O)Nc2ccc(CN3CCC(C)CC3)cc2)c(C)n(C)c1C | 4.3 | -1.2% | -3.8% | 1.0% | 8.5% | 0.6% | 1.2% | -8.1% | -0.2
Cc1ccc2nc(N3C(=O)C(O)=C(C(=O)c4cc5ccccc5o4)C3c3cccs3)sc2c1 (stereo not drawn) | 1.1 | 1.0% | 27.6% | -23.2% | ? | -12.3% | 3.6% | ? | -27.5
COc1cc2c(cc1NC(=O)CCCCCN1C(=O)CCC1=O)oc1ccccc12 | 1.7 | 4.5% | ? | 0.2% | -8.5% | 7.1% | 5.6% | -25.7% | .
COc1cc(/C=C2\SC(=S)N(CC(=O)O)C2=O)ccc1OS(=O)(=O)c1ccc(C)cc1 | -2.4 | -0.5% | 14.4% | 89.1µM* | -10.2%[11.6 µM] | -4.9% | -11.5% | 21.2µM* | -0.9
CN1CCN(c2ccc(CNS(=O)(=O)c3ccc(Cl)cc3)cc2)CC1 | -2.6 | 2.2% | -22.5% | 5.4% | 3.4% | 6.3% | 1.6% | 1.8% | -3.4
CCOc1cc(C(=O)NC(=S)Nc2ccc(Cl)c(C(=O)O)c2)cc(OCC)c1OCC | -1.5 | 5.0% | 31.3% | -21.2% | -18.5% | -4.6% | -6.5% | ? | -29.9
COc1ccc(NC(=S)N2CCC(C(O)(c3ccccc3)c3ccccc3)CC2)cc1 | -0.3 | 12.0% | . | -1.9% | -17.8% | ? | 1.8% | -1.5% | 5.4
Cc1ccccc1C(=O)N1CCC(C(=O)OCC(=O)Nc2cccc([N+](=O)[O-])c2C)CC1 | 0.0 | 0.5% | -0.6% | 11.7% | 0.5% | -6.0% | 2.9% | 3.0% | 6.4
CCCC1=Nc2cc(C(=O)N3CCN(c4ccccn4)CC3)ccc2Sc2ccc(C)cc21 | -4.9 | 16.4% | ? | -5.6% | -4.7% | 9.5% | 5.9% | -9.9% | -0.9
NC1=NC[C@@H](Cc2ccc(O)cc2)N1CCC12CC3CC(CC(C3)C1)C2 | -0.6 | 1.5% | 10.9% | -12.7% | -0.4% | -11.3% | -14.6% | -1.2% | -1.1
O=C(CCS(=O)(=O)c1ccc(Br)cc1)NC1CCCC1 | -0.2 | 2.5% | 4.9% | -29.9% | -0.9%[57.1 µM] | 3.9% | -0.8% | ? | .
CN(c1ccccn1)c1ncnc2[nH]ncc12 | -0.2 | 8.1% | -0.5% | -6.9% | -6.5% | 6.4% | 4.1% | -11.6% | 0.1
CC(C)(C)c1cc(C(=O)NNC(=O)c2ccc(Cl)cc2)no1 | -2.2 | -2.8% | 2.0% | -4.7% | 0.3% | -22.6% | -0.4% | -2.5% | -6.5
CCCCCCOc1ccc(/C=c2\s/c(=C(/C#N)C(=O)NCc3ccco3)n(-c3ccccc3)c2=O)cc1 | -6.1 | 1.3% | 7.3% | 9.1% | -6.5%[57.1 µM] | 0.5% | 4.2% | 3.0% | 0.2
CCOC(=O)c1c(CN2CCN(CCO)CC2)n(-c2ccccc2)c2cc(Br)c(O)cc12 | -0.2 | 11.5% | 12.5% | 4.7% | 11.4% | -0.7% | 0.0% | -1.3% | -0.5
Cc1cc2nc(C)c(Cl)c(=O)n2[nH]1 | 0.8 | -0.2% | 8.1% | -3.7% | -9.2% | 5.7% | 0.8% | ? | -1.7
O=C(NCc1ccco1)c1ccc2snnc2c1 | -0.5 | 1.3% | 20.8% | 15.2% | -10.4% | 20.4% | -5.7% | -9.0% | 0.9
O=C(Nc1cc(S(=O)(=O)N2CCOCC2)ccc1Cl)C(=O)c1c(-c2ccccc2)cc2ccccn12 | -0.1 | . | 13.4% | 5.8% | -3.7% | -8.8% | 2.8% | 0.3% | -0.8
CC1CCN(S(=O)(=O)c2ccc(Cl)cc2)CC1 | 1.0 | 12.0% | 4.7% | -7.5% | 5.7% | 11.8% | 2.5% | -1.8% | .
CC(=O)C1=C(O)C(=O)N(Cc2cccnc2)C1c1ccc(O)cc1 (stereo not drawn) | 0.2 | 0.9% | -26.3% | 3.7% | -2.8%[57.1 µM] | -10.5% | 0.9% | 26.7µM* | 0.5

The list goes on, starting with the last 4 of the part before.
SMILES | IL2 activator | aSyn rescue | FUS yeast rescue | EPAC1 antagonist | WRN inhibitor | Abeta rescue | EPAC1 ag | PLK1 PBD inh | PI5P4Ka inh
O=C(NCc1ccco1)c1ccc2snnc2c1 | -0.5 | 1.3% | 20.8% | 15.2% | -10.4% | 20.4% | -5.7% | -9.0% | 0.9
O=C(Nc1cc(S(=O)(=O)N2CCOCC2)ccc1Cl)C(=O)c1c(-c2ccccc2)cc2ccccn12 | -0.1 | . | 13.4% | 5.8% | -3.7% | -8.8% | 2.8% | 0.3% | -0.8
CC1CCN(S(=O)(=O)c2ccc(Cl)cc2)CC1 | 1.0 | 12.0% | 4.7% | -7.5% | 5.7% | 11.8% | 2.5% | -1.8% | .
CC(=O)C1=C(O)C(=O)N(Cc2cccnc2)C1c1ccc(O)cc1 (stereo not drawn) | 0.2 | 0.9% | -26.3% | 3.7% | -2.8%[57.1 µM] | -10.5% | 0.9% | 26.7µM* | 0.5
CCN1CCCC(Sc2nc3c([nH]2)c(=S)n(C)c(=O)n3C)C1 (stereo not drawn) | 0.1 | -0.8% | -12.7% | 4.2% | 0.7% | 2.7% | -14.0% | -6.7% | -6.2
Cc1cccc(NC(=O)CSc2nnc(CNC(=O)c3ccc(S(=O)(=O)N(C)C)cc3)n2-c2cccc(C)c2)c1 | 0.8 | -5.8% | ? | 17.5% | -31.9%[57.1 µM] | -3.1% | -26.0% | 5.8% | -7.5
CCC1Sc2ccccc2N(CC(=O)NCc2ccc3c(c2)OCO3)C1=O (stereo not drawn) | -1.2 | 0.5% | 9.3% | -2.6% | -1.8% | 0.0% | 9.3% | -9.9% | .
O=C(CN1CCN(C(=O)c2cccs2)CC1)Nc1ccc(Br)cc1 | -1.8 | 10.3% | 7.6% | -1.0% | -4.5% | 4.1% | -5.4% | -15.4% | 1.0
COCCCNC(=O)CN(c1cccc(Cl)c1)S(C)(=O)=O | -3.3 | -3.2% | 28.2% | 7.7% | -1.9% | -14.1% | 6.3% | -7.4% | .
O=C1NC(c2ccccc2)CCC1(Cl)Cl (stereo not drawn) | -4.9 | -2.4% | 5.5% | 16.7% | -0.3% | 5.4% | 3.3% | -8.7% | 0.0
CCCCCC(=O)N/N=C(\C)c1ccc(N2CCCCC2)cc1 | -3.6 | 0.8% | 1.6% | 0.4% | -0.5% | 8.0% | -6.4% | -2.8% | 1.6
C=Cc1ccc(CC2(C)C(=O)Nc3c(Cl)cccc32)cc1 (stereo not drawn) | 0.5 | 10µM* | 23.4% | -7.1% | -13.9% | 5.7% | -0.4% | -1.6% | -0.9
O=C(NC12CC3CC(CC(C3)C1)C2)c1ccc(-c2ccc(Cl)cc2)o1 | 0.7 | 0.0% | . | -9.8% | -7.7% | -10.0% | 18.6% | -7.6% | 9.0
COc1ccc([C@H]2CC(=O)C=C(c3ccc(Oc4ccccc4)cc3)C2)cc1OC | -0.6 | 4.0% | 8.1% | -3.3% | -9.4% | -26.4% | 4.0% | -0.1% | 7.1
CC(=O)Nc1cccc(Oc2ccc3c(c2)C(=O)NC3=O)c1 | -0.3 | -4.1% | 11.4% | -6.0% | -2.4% | 30.1% | -6.3% | -9.7% | 2.5
Cc1c([N+](=O)[O-])cc(S(=O)(=O)Nc2ccc(-c3ccc(N4CCCC4)nn3)cc2)cc1[N+](=O)[O-] | -1.1 | -1.0% | 0.2% | -6.6% | -4.5%[11.6 µM] | -6.7% | -1.7% | -19.1% | ?
O=C(CN1C(=O)NC(Cc2ccccc2)C1=O)Nc1ccc(F)cc1 (stereo not drawn) | 1.2 | -1.0% | 14.6% | 8.9% | -1.1% | 7.2% | -9.8% | 2.8% | .
CC(=O)Nc1cc2c(=O)n(Cc3ccccc3)c(C)nc2cc1N1CCOCC1 | 0.3 | 2.8% | 26.5% | 0.8% | -0.3% | -17.9% | -2.4% | -3.4% | -0.3
CCn1c(SCc2ccccc2)nnc1-c1ccc(S(=O)(=O)N2CCCCC2)cc1 | -0.1 | -2.2% | 34.5% | 0.0% | -5.8% | -18.8% | 5.6% | -5.7% | -2.2
C=Cn1cc[n+](CC(=O)c2ccc(Br)s2)c1 | 1.3 | 2.6% | -6.0% | -5.3% | 4.0% | -21.4% | 10.3% | -8.6% | 3.1
CN(C)c1ccc(C(CNC(=O)c2ccc(C#N)cc2)c2c[nH]c3ccccc23)cc1 (stereo not drawn) | -1.3 | 4.4% | . | -25.3% | -7.1% | 6.5% | 3.2% | 4.3% | 4.3
Cc1ccc(C(O)c2nc3ccccc3n2C(C)C)cc1 (stereo not drawn) | -0.3 | 8.3% | 19.8% | -5.4% | -9.9% | 27.5% | -3.5% | -14.1% | 4.0

An unsorted share of the library. Share with any hit: about 4.1%.
